yeast cln2 rad14 = NCI yeast anticancer drug screen, S. cerevisiae cln2 rad14 strain; growth inhibition, % at 50 µM; hit rate 8.3% among 78,000; AID 165, 2004;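 further: 0% = growth of vehicle-only cultures of the same strain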
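cln2 rad14 yeast strain; compound exposure; growth inhibition read vs vehicle controls.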
yeast bub3 = NCI yeast anticancer drug screen, S. cerevisiae bub3 mutant strain; growth inhibition, % at 50 µM; hit rate 9.9% among 78,000;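 further: 0% = growth of vehicle-only cultures of the same strain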
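Part of a panel of yeast mutants defective in DNA damage repair or cell cycle regulation. Each strain is grown with compound, and inhibition is calculated relative to solvent-treated cultures.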
sgs1 mgt1 = NCI yeast anticancer drug screen, S. cerevisiae sgs1 mgt1 strain | growth inhibition, % at 50 µM | hit rate 10% among 78,000 | AID 161, 2004;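 further: 0% = growth of vehicle-only cultures of the same strain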
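Compounds are added to genetically altered yeast, and growth is compared with cultures given vehicle alone to give percent inhibition.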
mlh1 rad18 = NCI yeast anticancer drug screen, S. cerevisiae mlh1 rad18 strain. AID 175, 2004. hit rate 11% among 79,000. % growth inhibition at 50 µM;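 further: 0% = growth of vehicle-only cultures of the same strain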
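Compound-treated yeast growth, normalised to vehicle controls. Strain bears defined DNA repair mutations.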
yeast mec2-1 = NCI yeast anticancer drug screen, S. cerevisiae mec2-1 strain. % growth inhibition at 50 µM. hit rate 9% among 79,000;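 further: 0% = growth of vehicle-only cultures of the same strain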
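Using mec2-1 yeast: add compound, measure growth, express inhibition versus vehicle-treated cultures.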
yeast rad50 = NCI yeast anticancer drug screen, S. cerevisiae rad50 strain; % growth inhibition at 50 µM; hit rate 10% among 79,000;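 further: 0% = growth of vehicle-only cultures of the same strain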
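A DNA repair-deficient yeast mutant serves as the test organism; compound-induced growth inhibition is calculated against vehicle-treated cells.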
Active calls of the source: *; & = joins results of further samples. No stated cut-off is given here; in the data, active means growth inhibition above about 70%; inactive means the rest. A portion of the library; count on the stated rates, not on these rows.

Fields: yeast bub3 | sgs1 mgt1 | mlh1 rad18 | yeast cln2 rad14 | yeast rad50 | yeast mec2-1
(1) CCCCCCc1ccc(O)cc1O
  99* | 100* | 36 | 99* | 100* | 100*
(2) CCCCC1C(=O)N(c2ccccc2)N(c2ccccc2)C1=O
  -4 | -3 | -19 | -6 | -5 | -11
(3) CC(=O)Nc1[c-]cccc1.CC(=O)Nc1[c-]cccc1.CC(=O)O.CC(=O)O.[Pd].[Pd]
  59 | 93* | 96* | 45 | 80* | 87*
(4) CC(=O)Nc1ccccc1
  -15 | 12 | 14 | 14 | 16 | 10
(5) Cc1ccc2nc(N)[nH]c(=O)c2c1Sc1ccncc1
  -5 | -13 | -36 | -10 | -17 | -15
(6) O=C(O)C(O)C(O)C(O)C(O)C(=O)O.[Cu+2] (configuration not stated)
  -4 | 2 | 15 | 0 | 1 | -6
(7) O=C(Nc1ccc(C(=O)O)c(O)c1)c1ccccc1
  12&16 | 3&-20 | -3&8 | 14&-27 | -6&1 | 0&1
(8) N=C1/C(=C/c2ccccc2)C(=O)N=C2SC=NN12
  9 | 12 | 12 | -9 | 10 | 11
(9) COc1ccc(-n2[nH]c3c(cnc4ccccc43)c2=O)cc1
  -23 | -33 | 2 | -11 | 6 | -34
(10) Cc1c(C)c(O)c2c(c1O)C(=O)C=C(Cl)C2=O
  88* | 88* | 89* | 91* | 88* | 90*

(further entries)
Fields: yeast bub3 | sgs1 mgt1 | mlh1 rad18 | yeast cln2 rad14 | yeast rad50 | yeast mec2-1
(11) O=C(O)CCCC[P+](c1ccccc1)(c1ccccc1)c1ccccc1
  35 | 14 | 28 | 8 | 21 | 8
(12) CCCCCCCCCCCC[N+](C)(C)Cc1ccccc1 (tested in a mixture with another compound)
  98* | 100* | 99* | 96* | 98* | 87*
(13) COc1cc([C@H]2Oc3cc([C@H]4Oc5cc(O)cc(O)c5C(=O)[C@@H]4O)ccc3O[C@@H]2CO)ccc1O
  16 | 12 | 6 | -36 | 3 | 1
(14) CN(C)CCOc1ccccc1Cc1ccccc1
  -8 | -4 | -1 | -24 | -10 | 0
(15) CC1OC(CC(=O)O)CC2=C1C(=O)c1c(O)cccc1C2=O (configuration not stated)
  -14 | 17 | 10 | 1 | -6 | -8
(16) Nc1ncnc2nc[nH]c12
  -12 | 14 | -6 | -25 | -9 | -7

Part of the list above, as labelled records.
1. CCCCCCc1ccc(O)cc1O
  yeast bub3: 99* | sgs1 mgt1: 100* | mlh1 rad18: 36 | yeast cln2 rad14: 99* | yeast rad50: 100* | yeast mec2-1: 100*
2. CCCCC1C(=O)N(c2ccccc2)N(c2ccccc2)C1=O
  yeast bub3: -4 | sgs1 mgt1: -3 | mlh1 rad18: -19 | yeast cln2 rad14: -6 | yeast rad50: -5 | yeast mec2-1: -11
3. CC(=O)Nc1[c-]cccc1.CC(=O)Nc1[c-]cccc1.CC(=O)O.CC(=O)O.[Pd].[Pd]
  yeast bub3: 59 | sgs1 mgt1: 93* | mlh1 rad18: 96* | yeast cln2 rad14: 45 | yeast rad50: 80* | yeast mec2-1: 87*
4. CC(=O)Nc1ccccc1
  yeast bub3: -15 | sgs1 mgt1: 12 | mlh1 rad18: 14 | yeast cln2 rad14: 14 | yeast rad50: 16 | yeast mec2-1: 10
